Bioassay records deposited in PubChem by several laboratories.
MC4R barr agon = human MC4R agonism via beta-arrestin | P32245 | U2OS MC4R beta-arrestin complementation, luminescence; percent of melanotan II response, DMSO zero | activation, % at 8.9 µM | 0.98% of 360,000 active | AID 540308;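 active = activation above a per-plate cutoff, the mean activation of sample wells on that plate plus 3 SD, cut at about 8% in these data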
Target sequence (P32245 whole entry, looked up): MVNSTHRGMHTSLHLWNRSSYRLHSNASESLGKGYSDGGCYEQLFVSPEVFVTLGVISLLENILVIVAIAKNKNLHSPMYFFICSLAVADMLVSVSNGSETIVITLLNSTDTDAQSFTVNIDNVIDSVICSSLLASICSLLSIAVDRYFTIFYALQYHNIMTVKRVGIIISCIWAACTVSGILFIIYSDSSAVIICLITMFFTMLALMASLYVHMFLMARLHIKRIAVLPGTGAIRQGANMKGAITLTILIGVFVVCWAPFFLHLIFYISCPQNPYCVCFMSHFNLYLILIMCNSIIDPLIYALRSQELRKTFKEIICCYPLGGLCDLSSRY
ABCB6 inh MLPCN = blocks the human ABCB6 transporter | Q9NP58 | K562-ABCB6 porphyrin accumulation, flow cytometry, 1 h; hits give low values | fluorescence ratio to DMSO, % at 10 µM | 0.19% of 360,000 active | AID 602162;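 active = fluorescence ratio to DMSO below 75%, the collection mean minus 3 SD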;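 note: signal is porphyrin accumulated inside mitochondria; 100% equals median channel fluorescence of DMSO control wells; lower ratio means ABCB6 inhibition with less porphyrin fluorescence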
Granule exo inh = blocks lytic granule exocytosis | inhibition, % at 10 µM | 0.66% of 360,000 active | TALL-104 LAMP-1 surface exposure, flow cytometry; cells stimulated with thapsigargin and PMA;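 active = inhibition above about 55%, limit read from the data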
NOD2-RIPK2 inh = blocks binding of human NOD2 to RIPK2. AID 624267. 0.38% of 360,000 active. inhibition, % at 4.98 µM. CHO BLA complementation NOD2-RIPK2, CCF4 ratio. O43353; in the data active = inhibition above about 21%;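 note: 0% = vehicle only and 100% = reference blocker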
Target sequence (O43353 whole entry, looked up): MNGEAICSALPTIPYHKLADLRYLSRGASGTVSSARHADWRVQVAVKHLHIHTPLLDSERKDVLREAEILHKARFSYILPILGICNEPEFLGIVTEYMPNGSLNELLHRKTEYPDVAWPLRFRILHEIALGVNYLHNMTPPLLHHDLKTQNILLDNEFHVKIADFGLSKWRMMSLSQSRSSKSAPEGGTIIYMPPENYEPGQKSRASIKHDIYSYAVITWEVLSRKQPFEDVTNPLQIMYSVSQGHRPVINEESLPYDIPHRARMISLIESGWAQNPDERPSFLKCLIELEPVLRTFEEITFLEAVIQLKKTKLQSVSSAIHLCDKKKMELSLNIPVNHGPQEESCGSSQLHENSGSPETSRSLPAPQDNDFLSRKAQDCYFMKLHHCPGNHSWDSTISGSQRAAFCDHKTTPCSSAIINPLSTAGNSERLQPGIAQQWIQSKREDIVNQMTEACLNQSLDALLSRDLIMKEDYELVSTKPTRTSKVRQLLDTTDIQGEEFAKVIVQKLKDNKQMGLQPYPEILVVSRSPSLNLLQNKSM
MC4R antag cAMP = blocks human MC4R cAMP signaling. AID 540295. inhibition, % at 6.5 µM. 0.48% of 360,000 active. MC4R-expressing cells, MTII-stimulated cAMP, LANCE TR-FRET. P32245;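 active = inhibition above its plate's cutoff, the mean of tested wells on that plate plus 3 SD, cut at about 29% in these data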;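 note: 0% = Melanotan II alone and 100% = Melanotan II plus saturating MCL0020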
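Assay system: U2OS-MC4R stable cell line; Also added: Melanotan II; Technique: Eu-cAMP/anti-cAMP TR-FRET, emission 671 nm; Times: 30-min compound, 1-h challenge, 1-h detection, room temperature.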
aDG glyco act = increases alpha dystroglycan glycosylation; Pro5-aDG cells, alpha-DG glycosylation AlphaScreen (IIH6); 0% Pro5, 100% B10-LARGE cell signal; activation, % at 10 µM; 0.22% of 360,000 active; AID 624168;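 active = activation of at least 8% versus controls, or a plate z-score of at least 8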;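 note: Pro5 are CHO cells carrying HIG-tagged alpha-DG that lacks glycosylation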
Glyco luc inh = N-linked glycosylation inhibition. AID 588692. D54 ERlucT glycosylation luciferase reporter, 24 h; percent of 100 nM tunicamycin response. 0.23% of 360,000 active. reporter increase, % at 12.5 µM;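 active = mean luciferase reporter signal, scaled so untreated is 0 and the glycosylation-blocking control 100, at or above a set limit in every replicate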;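 note: luciferase carries N-glycosylation sites so blocking glycosylation raises the light; 0% = median of neutral control wells and 100% = median of 100 nM tunicamycin wells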
ABHD5 PLIN5 PPI = blocks binding of human ABHD5 to perilipin-5 | Q00G26+Q8WTS1 | Split G. princeps luciferase complementation, luminescence, 4 h | inhibition, % at 4 µM | 0.78% of 360,000 active | AID 602281;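 active = inhibition above the mean inhibition across every tested compound plus 3 SD, cut at about 22% in these data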;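 note: 0% = DMSO only wells and the 100% control is not disclosed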
TLR9-MyD88 block = blocks human TLR9 binding to MyD88; Q9NR96+Q99836; CHO BLA complementation TLR9-MyD88, CCF4 FRET ratio; inhibition, % at 4.98 µM; 0.21% of 340,000 active; AID 504734;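 active = inhibition above the mean over all tested compounds plus 3 SD, cut at about 21% in these data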;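 note: 0% = DMSO only wells and 100% = clavulanate BLA inhibitor control wells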
Vif inh = blocks HIV Vif function. HEK293T cells, Vif self-association by quenched fluorescence, imaging, 24 h. inhibition, % at 7.49 µM. 0.35% of 340,000 active. AID 602346; in the data active = inhibition above about 50%, passing the limit was not always enough; note: some results filed as inactive read as strong as hits
Numbers without * were called inactive; i = inactive; nt = no result given. Only part of the results is shown (hit frequency here may not be typical).

SMILES | MC4R barr agon | ABCB6 inh MLPCN | Granule exo inh | NOD2-RIPK2 inh | MC4R antag cAMP | aDG glyco act | Glyco luc inh | ABHD5 PLIN5 PPI | TLR9-MyD88 block | Vif inh
CC(=O)OC1CCC(OC(C)=O)c2c1n([O-])c(C)c(C)[n+]2=O (configuration not stated) | -0.7 | nt | 2 | -6 | -2 | -0.1 | 2 | -2 | -7 | 7
Cc1cc(C)c(C)c(OCC(=O)O/N=C(\N)c2ccccn2)c1 | 1.6 | 106 | 1 | -2 | -1 | 0.1 | -6 | 2 | 1 | 1
Fc1ccc(Nc2nc(N/N=C/c3ccco3)nc(N3CCCCC3)n2)cc1 | -0.9 | 101 | 4 | -9 | 18 | 0.2 | 1 | -6 | -4 | -8
CSc1ncnc2c1ncn2CCCNCC(C)c1ccccc1 (configuration not stated) | -0.3 | 103 | 10 | -14 | 0 | -0.2 | 1 | -2 | 10 | 1
NC(=O)c1nsc(C(=O)N(Cc2ccco2)C(C(=O)NCc2ccc(F)cc2)c2ccc(O)cc2)c1N (configuration not stated) | -0.3 | 110 | 32 | 0 | 5 | -0.2 | -2 | -4 | 4 | -12
CC1CCN(C(=O)CSc2nc(C3CC3)nc3ccccc23)CC1 | 0.1 | 92 | 1 | -10 | 7 | 0.2 | -3 | 9 | -8 | 2
Cc1cc(-n2nc(C)cc2C)nc(N)n1 | -0.3 | 93 | 9 | 8 | 6 | -0.1 | 2 | 1 | 1 | -3
Cc1cc(=O)[nH]c(SCc2nc3ncccn3c2Br)n1 | -0.4 | 90 | 0 | -6 | 13 | -0.1 | 2 | 0 | 4 | 4
COc1ccc(C(=O)NC(=S)Nc2ccc3[nH]c(=O)[nH]c3c2)cc1Br | -0.8 | 101 | -8 | -2 | -12 | 0.0 | 1 | -9 | -2 | 11
CCOC(=O)c1c(C)[nH]c(C)c1C(=O)COC(=O)c1ccc(Cl)c(S(N)(=O)=O)c1 | 0.7 | 101 | 4 | 5 | -7 | 2.3 | 2 | 1 | -12 | 6
Cc1ccc(SCC(=O)n2nc(C)cc2C)cc1 | 2.2 | 100 | 6 | 0 | 14 | -0.1 | 1 | -1 | -7 | -2
Cc1ccc(S(=O)(=O)N2[C@H](CC(=O)Oc3ccccc3)OC[C@@H]2C(C)C)cc1 | nt | nt | -2 | -8 | nt | 0.0 | nt | 1 | nt | nt
Cc1ccsc1C(=O)NNC(=O)c1ccncc1 | -1.8 | 94 | -7 | 0 | 7 | 0.0 | 1 | -1 | -11 | nt
CC(C)c1ccc(C(=O)N2CCCCC2c2cc(C(=O)Nc3ccncc3)no2)cc1 (configuration not stated) | -1.4 | 97 | -1 | 8 | 3 | 0.9 | -1 | 5 | nt | -7
Cc1nc(-c2nnc(SCC(=O)Nc3ccc(C(F)(F)F)cc3)n2C)cs1 | 3.5 | 100 | -2 | 0 | 19 | 0.0 | 2 | -4 | 2 | -4
O=C(C[C@H]1C(=O)N(C2CCCCC2)C[C@@H]1c1ccccc1)Nc1ccc(Br)cc1 | 1.3 | 99 | -5 | -2 | 0 | -0.2 | 1 | -7 | 5 | 12
CCSc1nc2ccccc2c(=O)n1CCc1ccc(OC)c(OC)c1 | 4.6 | 98 | -4 | -4 | 8 | 0.1 | -2 | -3 | -5 | -10
Cc1ccc(C)c(N(C(=O)c2csnn2)C(C(=O)NC2CCCCC2)c2cccnc2)c1 (configuration not stated) | -3.5 | 93 | -12 | -8 | 9 | -0.2 | 0 | 8 | -2 | 2
c1ccc(-c2n[nH]c(-c3ccccc3)c2-c2nc3ccccc3[nH]2)cc1 | -1.5 | 95 | 1 | 9 | 0 | 1.6 | 31* | 7 | -3 | 0
O=C(NCc1ccco1)c1cccc(NS(=O)(=O)c2ccccc2F)c1 | -2.0 | 98 | 1 | -8 | 3 | -0.3 | -2 | -1 | -4 | -13
CCOC(=O)N1CCN(C(=O)COC(=O)CNC(=O)c2ccc(OCC)c(OCC)c2)CC1 | -0.6 | 88 | -6 | 6 | 0 | -0.3 | -2 | -9 | 2 | 4
CCC(Sc1nc(C)cc(C)n1)C(=O)Nc1nccs1 (configuration not stated) | -3.9 | 101 | -6 | -12 | 3 | -0.2 | 0 | 0 | -6 | 0
O=S(=O)(NCCc1ccncc1)c1cc(Br)ccc1F | -0.3 | 81 | 1 | 2 | 8 | 0.2 | 3 | -1 | -2 | 8
CN(Cc1cccs1)C(=O)CCc1c[nH]c2ccccc12 | -4.3 | 92 | 4 | 3 | 4 | 0.0 | 0 | 1 | -2 | 1
CC1(C)CC(=O)C2=C(C1)Nc1ccccc1NC2c1cccnc1 (configuration not stated) | -0.7 | 92 | 3 | -4 | -1 | -0.6 | 1 | 2 | 4 | 15
CN(Cc1ccc(F)cc1)C(=O)c1ccc2c(c1)NC(=O)CS2 | -3.9 | 90 | 2 | 1 | 0 | -0.1 | 2 | -2 | -5 | -2
CCOC(=O)c1ccc(NC(=O)C(=O)NCc2ccc(/C=C(/C#N)C(=O)NCCOC)o2)cc1 | -0.7 | 97 | 2 | -10 | -2 | 0.2 | -1 | 3 | -9 | 17
Cc1ccc(CC23CN4CCN(CC(C4)C2O)C3)c(C)c1 (configuration not stated) | 0.7 | 104 | -1 | -1 | 17 | 0.0 | 1 | -3 | 1 | 3
CCc1[nH]nc2c1C1(CCOC1C)C(C#N)=C(N)O2 (configuration not stated) | -1.9 | 102 | -1 | -2 | -2 | -0.3 | -1 | -5 | 6 | 42
CCn1cc(C(=O)NN)c(=O)c2cc(F)c(N3CCCCC3)cc21 | 0.3 | 99 | -3 | -3 | 8 | -0.1 | -1 | 4 | -2 | 20
Cc1ccc(S(=O)(=O)N(C)C)cc1NC(=O)COC(=O)CCNS(=O)(=O)c1ccccc1 | -1.3 | 106 | -23 | 3 | 5 | 0.1 | -1 | -4 | -5 | -16
Brc1ccc(OCCCOc2cccc3cccnc23)cc1 | 0.0 | 98 | 6 | 14 | -4 | 0.0 | 0 | -5 | 1 | 0
COc1ccc(CCNC(=O)CCS(=O)(=O)c2ccc3c(c2)NC(=O)CO3)cc1OC | -2.1 | 106 | -3 | -3 | -4 | -0.1 | 1 | 1 | 6 | 9
O=C(Nc1ccc(Br)cc1)Nc1ccccc1Cl | 7.5 | 101 | 12 | 6 | 5 | 0.0 | -5 | -21 | -2 | -11
COc1ccc(CNC(=O)N2CCN(S(=O)(=O)c3ccccc3F)CC2)cc1 | -1.2 | 93 | -2 | -13 | 3 | -0.1 | -1 | -3 | -1 | -6
CCCCC(CCC(=O)O)(C(=O)OCC)c1csc(Nc2ccc(OCC)cc2)n1 (configuration not stated) | 1.5 | 96 | -4 | -3 | 14 | 0.2 | 0 | -6 | 6 | 1
O=C(Nc1cccc(-c2cn3cccnc3n2)c1)c1ccco1 | 1.4 | 96 | 2 | -6 | 3 | -0.1 | 0 | -1 | -9 | -2
Cc1ccc(Cl)c(N/C=C/C(=O)c2ccccc2)c1 | 1.5 | 101 | 0 | -4 | 1 | 0.1 | -9 | 0 | 4 | -6
CSc1nnc(C)c(=O)n1COC(=O)c1ccc(S(=O)(=O)N2CCOCC2)cc1 | 0.4 | 105 | 2 | -7 | 14 | -0.2 | 1 | 7 | -5 | nt
COc1cc([N+](=O)[O-])ccc1NC(=O)C[n+]1cccc(C)c1 | -2.0 | 99 | 1 | -14 | -3 | -0.1 | 0 | -3 | -1 | nt
O=[N+]([O-])c1cc(C(F)(F)F)ccc1NCCOc1ccccc1 | -0.2 | 99 | -11 | -4 | -5 | -0.2 | -1 | 1 | -7 | 4
Cc1ccc(SCc2ccc(C(=O)Nc3ccccc3Br)cc2)cc1 | 0.6 | 93 | 1 | 0 | 7 | 0.0 | 3 | -3 | 4 | 6
COc1cccc(C(C(=O)NC(C)(C)C)N(C(=O)CCC(=O)Nc2cc(C)on2)c2ccc3c(c2)OCCO3)c1OC (configuration not stated) | -0.6 | 106 | -2 | -10 | 5 | 0.0 | 3 | -8 | -4 | -4
Cc1ccn2cc(CCNS(=O)(=O)c3ccc4c(c3)CCCC4)nc2c1 | -0.2 | 98 | -7 | -10 | -4 | 4.0 | 0 | 5 | 5 | -1
CCOC(=O)[C@@H]1[C@H]2COc3ccccc3[C@@H]2N2C(=O)N(c3cccc(Cl)c3)C(=O)[C@@]12C | 1.6 | 94 | -4 | 3 | 8 | -0.1 | -2 | -1 | -5 | nt
CC(=O)c1cccc(OCC(=O)N(Cc2ccco2)c2c(N)n(Cc3ccccc3)c(=O)[nH]c2=O)c1 | -2.5 | i | -1 | 5 | 6 | 0.2 | 2 | -3 | 3 | 8
Fc1ccc(CN2CCN(c3ncccn3)CC2)c(F)c1 | -1.0 | 99 | -3 | 5 | 1 | 0.2 | 0 | 3 | -7 | 20
Cc1ccc(N(C(=O)CC2NC(=O)NC2=O)C2(C(=O)NC3CCCC3)CCCCC2)cc1 (configuration not stated) | -1.1 | 103 | 0 | -11 | -3 | 0.9 | 0 | 0 | -2 | 5
COC(=O)c1ccccc1NC(=O)c1ccccc1SC | -1.8 | 99 | -4 | -9 | -4 | 0.3 | 0 | 2 | 4 | nt

9 entries from above, with two lines to a compound.
Below each compound: MC4R barr agon, ABCB6 inh MLPCN, Granule exo inh, NOD2-RIPK2 inh, MC4R antag cAMP, aDG glyco act, Glyco luc inh, ABHD5 PLIN5 PPI, TLR9-MyD88 block, Vif inh
> CN(Cc1ccc(F)cc1)C(=O)c1ccc2c(c1)NC(=O)CS2
→ -3.9, 90, 2, 1, 0, -0.1, 2, -2, -5, -2
> CCOC(=O)c1ccc(NC(=O)C(=O)NCc2ccc(/C=C(/C#N)C(=O)NCCOC)o2)cc1
→ -0.7, 97, 2, -10, -2, 0.2, -1, 3, -9, 17
> Cc1ccc(CC23CN4CCN(CC(C4)C2O)C3)c(C)c1 (configuration not stated)
→ 0.7, 104, -1, -1, 17, 0.0, 1, -3, 1, 3
> CCc1[nH]nc2c1C1(CCOC1C)C(C#N)=C(N)O2 (configuration not stated)
→ -1.9, 102, -1, -2, -2, -0.3, -1, -5, 6, 42
> CCn1cc(C(=O)NN)c(=O)c2cc(F)c(N3CCCCC3)cc21
→ 0.3, 99, -3, -3, 8, -0.1, -1, 4, -2, 20
> Cc1ccc(S(=O)(=O)N(C)C)cc1NC(=O)COC(=O)CCNS(=O)(=O)c1ccccc1
→ -1.3, 106, -23, 3, 5, 0.1, -1, -4, -5, -16
> Brc1ccc(OCCCOc2cccc3cccnc23)cc1
→ 0.0, 98, 6, 14, -4, 0.0, 0, -5, 1, 0
> COc1ccc(CCNC(=O)CCS(=O)(=O)c2ccc3c(c2)NC(=O)CO3)cc1OC
→ -2.1, 106, -3, -3, -4, -0.1, 1, 1, 6, 9
> O=C(Nc1ccc(Br)cc1)Nc1ccccc1Cl
→ 7.5, 101, 12, 6, 5, 0.0, -5, -21, -2, -11
